DAGLB inhibitor – DAGLB lipase inhibitors, primary screen, biochemical, fluorescence, HTS. Diacylglycerol lipase-beta (Homo sapiens), Q8NCG7. HEK293T DAGLB membrane lysate, EnzChek fluorogenic substrate. inhibition, % at 5.17 µM. hit rate 0.059% among 340,000; in the data active = inhibition above about 34%;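 note: 0% = enzyme with vehicle and 100% = wells lacking enzyme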
Target sequence (Q8NCG7 whole entry, looked up): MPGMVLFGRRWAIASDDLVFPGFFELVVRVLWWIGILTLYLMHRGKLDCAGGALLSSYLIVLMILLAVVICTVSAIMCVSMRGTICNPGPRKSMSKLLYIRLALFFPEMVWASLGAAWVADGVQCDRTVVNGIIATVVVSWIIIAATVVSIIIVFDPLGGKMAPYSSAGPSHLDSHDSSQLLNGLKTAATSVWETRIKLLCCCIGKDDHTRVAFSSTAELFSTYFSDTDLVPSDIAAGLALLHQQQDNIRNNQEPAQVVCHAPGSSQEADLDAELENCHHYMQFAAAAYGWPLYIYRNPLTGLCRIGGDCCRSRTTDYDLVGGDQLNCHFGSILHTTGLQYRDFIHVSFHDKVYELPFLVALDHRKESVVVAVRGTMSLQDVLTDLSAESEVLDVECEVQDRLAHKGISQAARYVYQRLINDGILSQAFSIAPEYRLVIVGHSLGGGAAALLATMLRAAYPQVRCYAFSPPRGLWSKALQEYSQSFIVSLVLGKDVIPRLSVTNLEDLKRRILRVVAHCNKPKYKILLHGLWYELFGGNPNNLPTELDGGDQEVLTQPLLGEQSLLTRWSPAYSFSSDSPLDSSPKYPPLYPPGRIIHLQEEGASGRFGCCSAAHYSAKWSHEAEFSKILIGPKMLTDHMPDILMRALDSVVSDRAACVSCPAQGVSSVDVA
RTF Ca sens inh – cardiac RTF calcium sensitivity inhibitors, primary screen, biochemical, IANBD-TnC fluorescence, EC70 calcium | Troponin I, cardiac muscle (Homo sapiens) + Troponin T, cardiac muscle (Homo sapiens) + … | IANBD-labeled cardiac RTF, Ca2+ fluorescence | inhibition, % at 7.15 µM | hit rate 0.12% among 340,000;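 active = inhibition above the mean inhibition of all tested compounds plus 3 SD, cut at about 17% in these data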;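 note: assay run at fixed EC70 calcium of 1.6 mM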
SR-BI DiI-HDL act – activators of SR-BI mediated DiI-HDL uptake, primary screen, ldlA[mSR-BI] CHO cells, DiI fluorescence | 3 h; 100 = double the neutral-control signal | activation, % at 12.5 µM | hit rate 0.096% among 320,000 | AID 504775, 2011;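 active = mean replicate activation of at least 60% and every replicate at or above 60%; inconclusive = mean or all-replicate condition met, but not both; inactive = mean below 60% and not all replicates reaching 60%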;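 note: 0% = median plate neutral-control signal and 100% = twice that signal; values of inactives mirror those of a sister screen read the other way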
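System: LDL receptor-deficient CHO ldlA cells overexpressing murine SR-BI | Timing: 3 h uptake period with compound, 37 °C | Medium: HEPES-buffered (25 mM, pH 7.4) F12 plus 0.5% BSA | Dosing: Single-point compound dose | Signal: Bottom-read fluorescence, 550/595 nm | Read-out: Retained DiI signal reflecting DiI-HDL uptake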
CAL PDZ FP-1 – CAL PDZ peptide-binding inhibitors, primary screen, biochemical, fluorescence polarization, Cer-tagged CAL PDZ, HTS; Golgi-associated PDZ and coiled-coil motif-containing protein (Homo sapiens), Q9HD26; purified CAL PDZ, TMR-peptide fluorescence polarization, 1 h; inhibition, % at 20 µM; hit rate 0.02% among 330,000; AID 504414, 2011;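 active = highest replicate inhibition of at least 40%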;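 note: plate controls were DMSO neutral control wells for no effect and unlabeled competitor peptide control wells for full effect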
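material = purified tagged CAL PDZ domain construct (CerCALP) | buffer or medium = sodium phosphate/NaCl buffer pH 7.4 with TCEP, IgG, Thesit | reagent = TMR-labelled reporter peptide T*-PRC34 bound in PDZ groove | incubation = 1 h room-temperature incubation prior to read | measured by = fluorescence polarization (mP) | evaluation = percent inhibition from loss of millipolarization | control set = unlabelled peptide and DMSO controls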
Keap1 Nrf2 FP – Keap1-Nrf2 protein-protein interaction inhibitors, primary screen, biochemical, fluorescence polarization, single point. inhibition, % at 9.4 µM. Kelch-like ECH-associated protein 1 (Homo sapiens), Q14145. hit rate 0.15% among 340,000. Keap1 Kelch-Nrf2 peptide fluorescence polarization, 1536-well; in the data active = inhibition above about 12%; inconclusive = no clear call, values can overlap the other calls; inactive = below about 7.3%;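 note: human Keap1 Kelch domain with fluorescein labeled Nrf2 9mer peptide probe; 0% = neutral control wells and 100% = peptide positive control; higher means more block of Keap1 binding to Nrf2 peptide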
LANA DNA inh – inhibitors of KSHV C-LANA binding to DNA, primary screen, biochemical, fluorescence polarization, FAM-LBS DNA, MBP-C-LANA, single point; inhibition, % at 9 µM; Kaposi's sarcoma herpesvirus LANA C-terminal domain (residues 932-1162) DNA binding; hit rate 0.078% among 340,000;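 active = highest replicate inhibition at or above 60% at 9 µM, even if other replicates fall short; inactive = all replicates below 60% inhibition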;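 note: 0% = neutral control wells and 100% = 4 µM acridine orange control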
PKA-R2B act – activators of PKA-R2B holoenzyme, primary screen, biochemical, fluorescence polarization, Cy5-IP20, human. PKA-R2B holoenzyme dissociation; R2B truncated from residue 108, S112A mutant; 0% DMSO only, 100% 113 µM cGMP. activation, % at 11.4 µM. cAMP-dependent protein kinase catalytic subunit beta (Homo sapiens) + cAMP-dependent …. AID 504700, 2011. hit rate 0.079% among 340,000;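 active = activation above a cutoff set at the mean over all compounds plus 3 SD, cut at about 18% in these data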;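 note: higher means more holoenzyme dissociation and a rise in polarization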
Rtt109 HAT inh – inhibitors of C. albicans Rtt109/Vps75 HAT, primary screen, biochemical, ThioGlo CoA-SH fluorescence, plate reader. purified Rtt109/Vps75, 4 h. inhibition, % at 34.9 µM. hit rate 0.16% among 330,000;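 active = inhibition of at least 50% in every replicate; inconclusive = best replicate reaches 50% inhibition but some replicates fall short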
Target sequence (Q5AAJ8 whole entry, looked up): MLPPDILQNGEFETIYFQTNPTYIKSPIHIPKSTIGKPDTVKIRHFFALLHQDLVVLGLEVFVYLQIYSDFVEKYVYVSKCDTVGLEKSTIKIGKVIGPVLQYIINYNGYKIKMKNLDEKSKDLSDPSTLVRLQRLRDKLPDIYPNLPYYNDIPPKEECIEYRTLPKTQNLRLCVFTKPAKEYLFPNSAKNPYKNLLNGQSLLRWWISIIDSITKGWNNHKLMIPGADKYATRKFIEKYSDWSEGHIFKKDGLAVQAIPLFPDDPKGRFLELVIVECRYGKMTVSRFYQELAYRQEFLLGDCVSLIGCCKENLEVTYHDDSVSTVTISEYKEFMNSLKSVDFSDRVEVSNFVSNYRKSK
CAL PDZ FP-2 – untagged CAL PDZ binding inhibitors, primary screen, biochemical, fluorescence polarization, HTS. Golgi-associated PDZ and coiled-coil motif-containing protein (Homo sapiens), Q9HD26. purified CAL PDZ, TMR-peptide fluorescence polarization, 1 h. inhibition, % at 24.9 µM. hit rate 0.92% among 300,000. AID 602252, 2012;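 active = mean inhibition of at least 30% with at least half of replicates also reaching 30%; inconclusive = no clear call, values can overlap the other calls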;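 note: 0% = DMSO neutral control and 100% = excess unlabeled competitor peptide PRC23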
RTF Ca sens act – cardiac RTF calcium sensitivity activators, primary screen, biochemical, IANBD-TnC fluorescence, EC20 calcium. activation, % at 7.2 µM. AID 493008, 2010. Troponin I, cardiac muscle (Homo sapiens) + Troponin T, cardiac muscle (Homo sapiens) + …. hit rate 0.24% among 340,000. IANBD-labeled TnC RTF fluorescence at EC20 calcium; 0% EC20 calcium, 100% full calcium;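 active = activation above the mean over all tested compounds plus 3 SD, cut at about 30% in these data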;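 note: rise in fluorescence read as greater calcium sensitivity of cardiac thin filaments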
* marks the source's active call; other numbers are inactive results; ? = inconclusive; · = no result given.

cpd	SMILES	DAGLB inhibitor	RTF Ca sens inh	SR-BI DiI-HDL act	CAL PDZ FP-1	Keap1 Nrf2 FP	LANA DNA inh	PKA-R2B act	Rtt109 HAT inh	CAL PDZ FP-2	RTF Ca sens act
1	CCS(=O)(=O)c1ccc2oc(SCC(=O)N3c4ccccc4CC3C)nc2c1 (stereo unspecified)	3	-7	-29	-0.8	1	1.3	10	17	-9	0
2	O=C(O)c1ccc(NC2=C(n3nnc4ccccc43)C(=O)c3ccccc3C2=O)cc1	1	3	·	-1.3	-5	4.4	-2	3	13	-2
3	CSc1nc2ncc3c(n2n1)CC1c2ccccc2CCN1C3=O (stereo unspecified)	-2	3	-25	-3.5	-4	-0.5	-3	·	1	6
4	COc1ccc(C(=O)NC2CCN(C(=S)Nc3cc(C)ccc3C)CC2)cc1	-1	-2	-21	-1.9	-2	-1.0	-9	6	-4	-7
5	CCOC(=O)c1[nH]c2cc3c(cc2c1NC(=O)CN1CCC(C)CC1)OCO3	-5	-11	1	-0.2	-3	-0.4	-13	2	1	-1
6	COc1ccc(-n2c(=O)c(CCC(=O)N(C)Cc3ccccc3C)nc3ccccc32)cc1	0	0	-59	-0.5	-1	-2.8	1	0	-8	-4
7	O=C(CSc1nc2ccccc2c(=O)[nH]1)NCc1ccc(Cl)cc1	-1	-13	3	0.5	-2	0.9	0	-10	-3	1
8	COc1ccc(Oc2coc3cc(OC(=O)/C=C/c4ccccc4)ccc3c2=O)cc1	1	-41	2	-2.5	3	-0.8	2	3	-3	-2
9	Cc1cc(=O)oc(C)c1C(=O)N1CCN(C)CC1	0	2	15	0.5	1	-0.4	6	6	-2	-4
10	O=C(CCCl)Nc1cc(SCCO)cc([N+](=O)[O-])c1	-2	-3	-6	-0.4	-4	-1.3	-9	8	1	-7
11	COc1ccc(OCCOC(=O)c2nc3nccc(C)n3n2)cc1	0	-7	8	-1.8	-2	-0.7	3	-5	-1	0
12	COc1ccc(/C=N/NC(=O)c2snnc2C)c(OC)c1OC	-3	-4	-13	-2.3	3	-0.5	-4	-6	5	4
13	CC(C)(C)OC(=O)C[C@H]1C/C=C\C[C@@H](CC(=O)NCCO)C(=O)N[C@H](C(C)(C)C)COC1=O	-1	2	19	-0.3	-3	-1.3	4	-4	0	-4
14	O=C(CCc1ccc(S(=O)(=O)N2CCOCC2)cc1)N/N=C/c1ccc(O)c(O)c1O	12	-6	·	-0.7	3	-0.2	-4	?	-2	5
15	Cc1ccc(C(=O)NCCn2cc(SCC(=O)Nc3cc(C)on3)c3ccccc32)cc1	1	-3	-17	-1.3	-6	1.0	-13	4	·	7
16	CCOC(=O)C1CCCN(C(=O)c2cc(Nc3ccc(OC)c(OC)c3)nc3ccccc23)C1 (stereo unspecified)	2	4	-30	-0.4	0	1.3	4	22	0	-5
17	CC(=O)c1cccc(NC(=S)NC(=O)c2cncc(Br)c2)c1	-7	-8	-19	-0.6	0	-1.7	6	13	-1	1
18	O=C(NCC(c1cccs1)N1CCOCC1)C1CCN(S(=O)(=O)c2cccc(C(F)(F)F)c2)CC1 (stereo unspecified)	2	-4	-2	-1.9	-5	-1.6	-4	1	-1	-3
19	CCN(CC(=O)Nc1ccc(NC(C)=O)cc1)C(=O)Cc1ccccc1F	0	6	-14	-1.7	-6	-1.9	12	11	0	-1
20	CCN(CC)c1ccc(NC(=O)CN2C(=O)CSc3ncccc32)c(C)c1	2	-2	-2	0.4	-8	0.1	-21	-5	3	3

cpd	SMILES	DAGLB inhibitor	RTF Ca sens inh	SR-BI DiI-HDL act	CAL PDZ FP-1	Keap1 Nrf2 FP	LANA DNA inh	PKA-R2B act	Rtt109 HAT inh	CAL PDZ FP-2	RTF Ca sens act
21	COc1ccc(CN2CCNC(=O)C2CC(=O)NCC2CCOCC2)cc1C (stereo unspecified)	-1	-8	-8	-2.2	-7	1.5	5	9	0	6
22	Clc1ccc(Cc2noc(Cc3ccccc3)n2)cc1Cl	-15	0	16	-1.3	0	-1.5	0	8	-3	-8
23	Cn1c2ccc(F)cc2c2nnc(SCC(=O)Nc3cccc(O)c3)nc21	2	-3	-14	·	-5	·	-2	13	1	-39
24	Cc1ccc(S(=O)(=O)N2CCCCC2)cc1NC(=O)c1ccc2ccccc2n1	-3	-4	18	-2.3	-2	-1.5	0	2	1	-3
25	Cc1cc2ccccc2cc1CN1CCOCC1	3	14	9	-1.8	-2	-0.6	4	0	-3	7
26	Cc1cc2c(NS(=O)(=O)c3ccc(F)cc3)cccc2nn1	·	·	13	-0.4	2	0.2	·	-1	17	·
27	O=C(Nc1cccc(Cl)c1)C1CCCN(C2=NS(=O)(=O)c3ccccc32)C1 (stereo unspecified)	1	2	-22	-0.9	-1	-0.5	2	3	-20	-4
28	O=C(Nc1cccc(S(=O)(=O)Nc2ccc(Cl)cc2)c1)c1cc2c(s1)CCCC2	-5	-3	-51	-1.4	0	0.7	-26	-1	-4	2
29	Cc1cccc(OCCCC(=O)N2CCCCCC2)c1C	0	-9	3	-1.0	0	-0.7	4	7	-2	-1
30	CN(C)c1cc[n+](CC(=O)c2cccs2)cc1	-2	-6	?	-1.2	-5	-3.1	7	4	-3	-5
31	CC1(C)NC(=O)N(CC(O)COc2ccccc2C(=O)N2CCCCC2)C1=O (stereo unspecified)	-1	-8	-10	-0.1	1	-0.8	11	8	1	0
32	COc1ccc(C(=O)NCCc2c[nH]c3ccccc23)cc1OC	3	6	-19	-4.2	-1	0.7	3	-14	-2	-5
33	Nc1nnc(CSCc2ccc(Cl)cc2Cl)s1	1	-28	5	-3.3	0	0.6	1	-1	-4	-7
34	Cc1nc(-c2ccccn2)sc1C(=O)Nc1ccc(F)cc1	0	2	·	-2.5	2	0.6	0	-1	1	2
35	COc1ccc(NC(=O)CSc2[nH]c(=O)cc(C)c2C#N)cc1OC	-3	-14	1	-2.6	-3	-2.6	-6	-8	-2	-4
36	O=C(Nc1csc([N+](=O)[O-])c1)Nc1ccccc1Cl	0	-8	-31	0.2	-3	-0.2	-8	-1	-2	1
37	Cc1ccc(Cn2c(=O)c3ccccc3n3c(SCC(=O)N4CCCCC4C)nnc23)cc1 (stereo unspecified)	0	-7	3	-1.6	3	-0.3	6	3	-5	0
38	CC(=O)c1cc(-c2ccccc2)n(CC(=O)N2CCN(C3CCCC3)CC2)c1C	2	-7	11	0.6	-7	5.3	-3	12	-6	4
39	O=C(c1ccc2nccnc2c1)N1CCN(Cc2ccc3c(c2)OCO3)CC1	5	-11	18	-0.8	0	0.8	-3	12	-2	4
40	CCOC(=O)CC(NC(=O)c1cccc2c1C(=O)N(Cc1cccnc1)C2)c1ccc(OCC)c(OC)c1 (stereo unspecified)	0	-7	13	-2.1	0	0.9	-4	7	-6	7

Entries by screen from the entries so far:
Nos. 7–15 in Keap1 Nrf2 FP, in turn: -2, 3, 1, -4, -2, 3, -3, 3, -6
Nos. 7–15 in SR-BI DiI-HDL act, in turn: 3, 2, 15, -6, 8, -13, 19, ·, -17

Next section:
cpd	SMILES	DAGLB inhibitor	RTF Ca sens inh	SR-BI DiI-HDL act	CAL PDZ FP-1	Keap1 Nrf2 FP	LANA DNA inh	PKA-R2B act	Rtt109 HAT inh	CAL PDZ FP-2	RTF Ca sens act
41	CCCn1c(SCc2ccc(Cl)cc2)nc2c1c(=O)[nH]c(=O)n2C	3	-2	-38	-3.5	1	-0.4	-6	-11	-2	-5
42	Cc1cc(OCC(=O)Nc2ccc3c(c2)OCCO3)cc(C)c1Cl	-18	-2	-9	-3.2	-5	2.9	-10	2	1	-6
43	Cc1ccc2nc(-c3ccncc3)cc(C(=O)NCc3ccccc3F)c2c1	1	6	-34	-1.9	-1	-0.5	0	3	·	0
44	Cc1cc(C(=O)OCC(=O)Nc2cccc(S(=O)(=O)N3CCOCC3)c2)c(C)o1	-1	-10	-3	-3.2	-2	-2.3	-7	-2	3	5
45	CCOC(=O)c1ccc(CC(=O)c2ccc(O)c(O)c2O)o1	10	-12	-5	-0.6	-8	5.7	-11	?	-3	-7
46	CN1CCN(C(=O)CCNC(=O)Cn2ccc3ccccc3c2=O)CC1	-6	-13	-11	-1.5	-3	1.5	1	-4	-1	6
47	CCOc1ccc(NC(=O)Cn2c(=O)oc3cc(Cl)ccc32)cc1	-2	-2	2	·	1	7.0	1	0	-4	0
48	Cc1csc(NC(=O)c2nc3nccc(C)n3n2)n1	2	-12	28	0.4	-2	-2.4	-2	7	-5	-2
49	CCn1c(SCC(N)=O)nnc1C(C)C	3	-7	6	-2.4	0	0.1	6	-3	-3	-1
